AT treatment: potential ataxia-telangiectasia treatments restoring KAP-1 phosphorylation | Potency, µM (top dose mostly 57.5 µM), for inactives: at the highest dose activation, usual class: activators | 320,000 tested, 0.19% active | AID 485349 | […] A-T fibroblasts, KAP-1 phosphorylation AlphaLISA; neocarzinostatin DNA damage 30 min before lysis; note: potency is the fitted concentration of half-maximal effect; % of control where 0% means no effect; nearly all actives have a fitted effect of over 45% in size
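ATM-like activity read as KAP-1 phosphorylation via AlphaLISA donor/acceptor antibody pairs after lysis and 6 hr at 25C. Cells were ATM-null patient fibroblasts ([…], hTERT), dosed 60 min, then exposed to the DSB inducer NCS for 30 min.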
ASM inhibitor: human S-ASM enzyme inhibition; P17405; placental ASM, HMU-PC fluorogenic substrate, 60 min; Potency, µM (top dose mostly 57.5 µM), for the others: at the top dose activity change, negative = inhibition, hits mostly inhibitors; 340,000 tested, 0.006% active; note: potency is the fitted concentration of half-maximal effect
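Steps: dispense placental human ASM, pin compound, wait 10 min at room temperature, add HMU-PC0 substrate at 9 uM final, incubate 60 min at 37 °C, add stop solution raising pH to 10, read fluorescence.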
MBNL1 CUG block: inhibitors of human MBNL1 binding to CUG repeat RNA; TR-FRET MBNL1-His/biotin-(CUG)12 binding, 665/545 ratio; Potency, µM (doses to about 57.5 µM), for the others: at the highest dose activity change, negative = inhibition, hits mostly inhibitors; 280,000 tested, 0.036% active; AID 2675; active = well fitted inhibition curve with a large enough effect in the signal ratio, with a control signal flat, not every such curve was filed as active; inconclusive = small, poorly fitted or top-dose-only effect, or effect the other way, or a change in a side signal; inactive = no such curve, though single readings can be large or run the other way; the % refers to the signal ratio; note: potency is the fitted concentration of half-maximal effect; % is set by controls: 0 for no effect and ±100 for the full control effect
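Compound titration spanned 92 nM–58 uM against the MBNL1-His/biotin-(CUG)12 complex. After 60 min at room temperature with 5 nM streptavidin-XL665 and 0.055 ng/ul terbium anti-His, ratiometric 665/545 nm emission (Ex 340 nm) normalized to controls.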
Mito fusion yeast: mitochondrial division inhibition or fusion activation; S. cerevisiae fusion-defective mutant growth rescue, CellTiterGlo 48 h; 320,000 tested, 0.23% active; Potency, µM (series often up to 46.1 µM), for the others: at the top dose growth rescue (activation), usual class: activators;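 note: potency is the fitted concentration of half-maximal effect; % of control where 0% means no effect; nearly all actives have a fitted effect of over 45% in size; temperature-sensitive fusion mutants such as fzo1-1 at 37 °C on non-fermentable ethanol glycerol medium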
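Luminescent cell viability in 1536-well qHTS format served as the measure of rescued growth in ts fusion-mutant S. cerevisiae cultured on non-fermentable YPEG for 48 hours at 37C.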
TSHR antag: antagonists of human thyroid stimulating hormone receptor. P16473. activity change, negative = inhibition, % at 11.5 µM. AID 504810. 330,000 tested, 0.2% active. TSHR-expressing cells, TSH-stimulated cAMP HTRF, 2 h; stronger effect = lower value;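 active = activity change below a set negative limit, meaning inhibition stronger than a set level, cut at about -70% in these data; inconclusive = activity change between two set negative limits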; note: % is set by controls: 0 for no effect and ±100 for the full control effect
Target sequence (P16473 whole entry, looked up): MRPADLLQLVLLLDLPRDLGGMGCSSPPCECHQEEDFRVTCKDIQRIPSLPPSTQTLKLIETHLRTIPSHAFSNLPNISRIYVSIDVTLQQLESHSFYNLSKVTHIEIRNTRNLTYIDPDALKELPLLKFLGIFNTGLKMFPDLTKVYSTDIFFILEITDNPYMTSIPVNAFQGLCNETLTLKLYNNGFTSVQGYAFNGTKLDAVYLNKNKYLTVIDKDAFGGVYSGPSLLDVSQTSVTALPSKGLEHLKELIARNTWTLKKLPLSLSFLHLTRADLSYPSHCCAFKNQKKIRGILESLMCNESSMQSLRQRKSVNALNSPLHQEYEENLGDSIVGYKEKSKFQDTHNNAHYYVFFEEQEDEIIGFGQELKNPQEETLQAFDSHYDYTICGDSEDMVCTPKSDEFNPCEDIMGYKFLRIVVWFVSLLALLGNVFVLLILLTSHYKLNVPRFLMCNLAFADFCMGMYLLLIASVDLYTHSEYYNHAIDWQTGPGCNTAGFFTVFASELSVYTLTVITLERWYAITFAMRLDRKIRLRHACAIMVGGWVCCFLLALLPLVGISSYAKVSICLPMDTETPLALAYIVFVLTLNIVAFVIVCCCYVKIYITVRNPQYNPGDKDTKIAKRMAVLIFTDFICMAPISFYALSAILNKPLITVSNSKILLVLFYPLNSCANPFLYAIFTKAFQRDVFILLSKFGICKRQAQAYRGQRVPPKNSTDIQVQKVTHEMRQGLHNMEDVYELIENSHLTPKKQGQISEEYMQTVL
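Competitive HTRF cAMP read-out (cryptate anti-cAMP antibody, cAMP-d2; 30 min, room temperature) in freshly harvested TSHR cells. Compounds added before TSH at EC80 (4nM final), followed by 2 hours' incubation at 37 deg C.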
TCR activator: T cell receptor activation. Potency, µM (doses to about 9.22 µM), inactives show at the highest dose activation of IL-2 secretion, hits mostly activators. primary human leukocytes, anti-CD3, IL-2 HTRF, 48 h. AID 504894. 330,000 tested, under 10 active; note: % of control where 0% means no effect
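Compounds are tested in HTS on primary human leukocytes co-incubated with a-CD3 beads for 48 hr. IL-2 output is measured by time-resolved FRET.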
a7 integrin act: integrin-mediated muscular dystrophy alleviation activation. Potency, µM (titrated, usually from 38.3 µM), for the others: at the top dose activation, most hits filed as activators. 350,000 tested, 0.064% active. alpha7betagal myoblasts, beta-gal FDG fluorescence, 48 h;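 note: potency is the fitted concentration of half-maximal effect; 100% = response of the positive control SU9516; nearly all actives have a fitted effect of over 60% in size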
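Alpha7betagal+/- myoblasts (passage 13) were plated 16-24 hr, then exposed to compounds (1:260 dilution of DMSO stock) for 48 hours at 37C. After MPER lysis, β-galactosidase reporter activity was read as FDG fluorescence (ex 480/em 540) after 30 minutes.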
MLL CXXC-DNA inh: blocks binding of human MLL CXXC domain to DNA; Q03164; MLL-CXXC / FITC-HOXA9 DNA fluorescence polarization; Potency, µM (series often up to 115 µM), inactives show at the highest dose activity change, negative = inhibition, most hits filed as inhibitors; 290,000 tested, 0.037% active; active = well fitted inhibition curve with a large enough effect in the polarisation, with a control signal flat, not every such curve was filed as active; inconclusive = small, poorly fitted or top-dose-only effect, or effect the other way, or a change in a side signal; inactive = no such curve, though single readings can be large or run the other way; the % refers to the polarisation; note: potency is the fitted concentration of half-maximal effect
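Fluorescence polarization: 7 uM MLL-CXXC (stock) preincubated 5 min with compounds, then 50 nM fluorescein-HOX-A9 DNA (stock) added; 30 min ambient. Buffer 50 mM Tris-HCl pH 7.5, 50 mM NaCl, 1 mM DTT, 0.05% BSA.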
PTAP TSG101 blk: blocks PTAP/TSG101 interaction to inhibit HIV-1 budding | AID 493005 | Fluorescence polarization, FITC-PTAP peptide / Tsg101 binding | 340,000 tested, under 10 active | Potency, µM (highest dose often 115 µM), without a hit: top-dose activity change, negative = inhibition, hits mostly inhibitors; active = well fitted inhibition curve with a large enough effect in the main read-out, with a control signal flat, not every such curve was filed as active; inconclusive = small, poorly fitted or top-dose-only effect, or effect the other way, or a change in a side signal; inactive = no such curve, though single readings can be large or run the other way; note: potency is the fitted concentration of half-maximal effect; % of control where 0% means no effect
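Tsg101 binding domain (10 uM final) was mixed with compound and a FITC-labeled PTAP peptide (50 nM final) in HEPES pH 7.5 buffer with NaCl, Tween 20, EDTA and TCEP; fluorescence polarization was read after 20 min at r.t.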
Menin MLL FP TR: inhibitors of human menin-MLL interaction, mutant MLL peptide; Potency, µM (top dose mostly 61.6 µM), without a hit: top-dose FP activity change, negative = inhibition, actives largely listed as inhibitors; 270,000 tested, 0.23% active; Menin + Texas Red MLL mutant peptide, fluorescence polarization; O00255; active = well fitted inhibition curve with a large enough effect in the polarisation, with a control signal flat, not every such curve was filed as active; inconclusive = small, poorly fitted or top-dose-only effect, or effect the other way, or a change in a side signal; inactive = no such curve, though single readings can be large or run the other way; the % refers to the polarisation; note: potency is the fitted concentration of half-maximal effect; % of control where 0% means no effect; many of its hits are not listed in these tables
* marks the source's active call; other numbers are inactive results; ? = inconclusive; . = no result given; [ ] = dose if it differs, or a comment. Unless noted, calls come from the whole dose curve; as a rule, active = well fitted curve in the direction sought with a large enough effect; inconclusive = small, poorly fitted or top-dose-only effect, or another doubt; inactive = no such curve, though single readings can be large; an effect the other way counts as inactive or inconclusive. Only part of the results is shown, so the mix of outcomes need not match the whole.

Compound	AT treatment	ASM inhibitor	MBNL1 CUG block	Mito fusion yeast	TSHR antag	TCR activator	a7 integrin act	MLL CXXC-DNA inh	PTAP TSG101 blk	Menin MLL FP TR
O=C(CSc1nnc2c(n1)[nH]c1ccc(F)cc12)OCc1ccccc1	2.0%	-1.8%	-23.3%	2.2%	-3.4	6.4%	16.0%	13.2%	-5.5%	20.0%
O=C(Cc1nnc(NC(=O)Nc2ccccc2F)s1)NCc1ccccc1	25.8%	-3.0%	-4.0%	-2.4%	2.0	0.7%	-9.1%	-9.5%	-2.5%	.
Cc1nc2oc3c(NCC4CCCO4)ncnc3c2c2c1COC(C)(C)C2 (stereo not drawn)	15.7%	1.1%	4.9%	3.6%	-5.9	4.1%	-13.0%	18.0%	1.9%	.
Cc1cc(C)nc(Sc2ccc(C=O)cc2[N+](=O)[O-])n1	-2.1%	-0.4%	?	-2.4%	6.3	-0.1%	-28.8%	-0.9%	-1.2%	9.3%
Cc1cc(C)c(S(=O)(=O)n2ccc3ccccc32)c(C)c1	.	-3.5%	-5.3%	0.4%	-25.5	-2.9%	-40.3%	-10.3%	-10.5%	-5.8%
Cn1c(=O)c2c(ncn2CC(O)CNc2cccc(Cl)c2)n(C)c1=O (stereo not drawn)	-0.9%	-4.2%	-2.7%	-0.9%	0.9	-1.8%	16.5%	0.3%	-0.3%	8.9%
COc1ccc(-c2cc(C)no2)cc1S(=O)(=O)N1CCN(c2ccccn2)CC1	9.3%	-18.5%	-10.2%	5.6%	-6.2	-6.6%	0.0%	2.0%	-4.8%	.
Cc1cccc(C(=O)N/N=C2\CS(=O)(=O)N(C)c3ccsc32)c1	0.0%	-3.5%	13.5%	6.7%	-10.5	-7.2%	-2.8%	7.2%	0.4%	.
Cc1ccc2oc(=O)n(CCOc3ccccc3Cl)c2c1	7.5%	-15.6%	14.4%	7.3%	-5.7	6.0%	-25.5%	?	1.6%	-12.3%
COc1cccc(CN2CCN(Cc3ccc(OC)c(OC)c3)CC2CCO)c1 (stereo not drawn)	4.8%	-0.4%	-12.4%	1.0%	-4.2	0.2%	12.3%	3.1%	-2.9%	-18.9%
Cc1cccn2c(=O)c(/C=C(\C#N)C(=O)NCc3ccco3)c(N3CCCCC3)nc12	-0.9%	28.7%	8.3%	?	-8.0	-5.7%[46.1 µM]	-14.8%	-5.2%	0.8%	-24.9%
COc1ccc(C(=O)NCCc2nnc(SCc3nc4ccccc4c(=O)[nH]3)n2C)cc1	1.0%	-1.5%	4.9%	0.7%	-1.8	0.5%	-20.4%	-1.4%	-0.8%	-0.9%
O=C(C1=C[C@@H](c2csc3ccccc23)C[C@@H](OCc2ccc(CO)cc2)O1)N1CCOCC1	-9.0%	-1.1%	9.9%	1.2%	-3.8	-0.4%	-2.5%	-2.4%	0.3%	7.4%
CCOC(=O)c1c(NC(=O)COC(=O)c2cnc(C)cn2)sc(C(=O)N(C)C)c1C	1.9%	3.2%	.	2.0%	-11.4	0.8%	23.9%	.	1.0%	.
CCN(CC(=O)NCc1ccc(Cl)cc1)C(=O)c1cc2ccccc2o1	-6.7%	2.1%	-3.1%	-7.8%	6.3	1.6%	-8.3%	2.1%	-5.6%	4.4%

Part of the list above, with values under each structure.
Results follow in this order: AT treatment | ASM inhibitor | MBNL1 CUG block | Mito fusion yeast | TSHR antag | TCR activator | a7 integrin act | MLL CXXC-DNA inh | PTAP TSG101 blk | Menin MLL FP TR
> COc1cccc(CN2CCN(Cc3ccc(OC)c(OC)c3)CC2CCO)c1 (stereo not drawn)
 : 4.8% | -0.4% | -12.4% | 1.0% | -4.2 | 0.2% | 12.3% | 3.1% | -2.9% | -18.9%
> Cc1cccn2c(=O)c(/C=C(\C#N)C(=O)NCc3ccco3)c(N3CCCCC3)nc12
 : -0.9% | 28.7% | 8.3% | ? | -8.0 | -5.7%[46.1 µM] | -14.8% | -5.2% | 0.8% | -24.9%

Part of the list above in another layout.
Screens in order – AT treatment	ASM inhibitor	MBNL1 CUG block	Mito fusion yeast	TSHR antag	TCR activator	a7 integrin act	MLL CXXC-DNA inh	PTAP TSG101 blk	Menin MLL FP TR
Cc1cccc(C(=O)N/N=C2\CS(=O)(=O)N(C)c3ccsc32)c1
→ 0.0%	-3.5%	13.5%	6.7%	-10.5	-7.2%	-2.8%	7.2%	0.4%	.
Cc1ccc2oc(=O)n(CCOc3ccccc3Cl)c2c1
→ 7.5%	-15.6%	14.4%	7.3%	-5.7	6.0%	-25.5%	?	1.6%	-12.3%
COc1cccc(CN2CCN(Cc3ccc(OC)c(OC)c3)CC2CCO)c1 (stereo not drawn)
→ 4.8%	-0.4%	-12.4%	1.0%	-4.2	0.2%	12.3%	3.1%	-2.9%	-18.9%
Cc1cccn2c(=O)c(/C=C(\C#N)C(=O)NCc3ccco3)c(N3CCCCC3)nc12
→ -0.9%	28.7%	8.3%	?	-8.0	-5.7%[46.1 µM]	-14.8%	-5.2%	0.8%	-24.9%
COc1ccc(C(=O)NCCc2nnc(SCc3nc4ccccc4c(=O)[nH]3)n2C)cc1
→ 1.0%	-1.5%	4.9%	0.7%	-1.8	0.5%	-20.4%	-1.4%	-0.8%	-0.9%
O=C(C1=C[C@@H](c2csc3ccccc23)C[C@@H](OCc2ccc(CO)cc2)O1)N1CCOCC1
→ -9.0%	-1.1%	9.9%	1.2%	-3.8	-0.4%	-2.5%	-2.4%	0.3%	7.4%
CCOC(=O)c1c(NC(=O)COC(=O)c2cnc(C)cn2)sc(C(=O)N(C)C)c1C
→ 1.9%	3.2%	.	2.0%	-11.4	0.8%	23.9%	.	1.0%	.
CCN(CC(=O)NCc1ccc(Cl)cc1)C(=O)c1cc2ccccc2o1
→ -6.7%	2.1%	-3.1%	-7.8%	6.3	1.6%	-8.3%	2.1%	-5.6%	4.4%

More compounds
Compound	AT treatment	ASM inhibitor	MBNL1 CUG block	Mito fusion yeast	TSHR antag	TCR activator	a7 integrin act	MLL CXXC-DNA inh	PTAP TSG101 blk	Menin MLL FP TR
Nc1cccc(-n2cccc2)c1	3.3%[11.5 µM]	-1.1%	7.6%	0.9%	-2.6	-21.2%	-6.9%	11.3%	0.1%	11.2%
CCCN(CC1CC1)C(=O)COC(=O)c1ccc(CNS(=O)(=O)c2ccc(F)c(Cl)c2)cc1	2.1%	1.3%	?	-0.2%	5.5	7.5%[46.1 µM]	-14.6%	3.6%	1.8%	-8.4%
CCCN1C(=O)/C(=C/c2ccc(OCC(=O)OCC)cc2)NC1=S	-7.9%	-2.3%	?	-5.4%	-26.9	0.8%	42.9%	-1.1%	-0.9%	10.5%
Cc1cc(C(=O)Nc2ccc(S(=O)(=O)N3CCCC3)cc2)cs1	-8.7%	-1.0%	4.7%	15.9%	-1.9	-4.7%	26.3%	15.0%	-9.3%	10.7%
Cc1ccc(C(=O)N2CCCCC2)cc1NC1=C(Cl)C(=O)N(Cc2ccccc2)C1=O	-8.5%	-10.5%	.	?	-14.0	-1.9%	4.5%	.	0.2%	.

Screens from PubChem.
